DENV2 CPE – inhibitors of DENV2 cytopathic effect; 350,000 tested, 1.7% active; DENV2-infected cells, cytopathic effect rescue, plate reader; AID 651640; CPE inhibition, % at 9.99 µM; in the data active = CPE inhibition above about 20%, passing the limit was not always enough; inconclusive = no clear call, values can overlap the other calls; tested in BHK-21 cells;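 note: 0% = median of neutral control wells and 100% = median of positive control wells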
CFTR F508del cor – CFTR F508del correction in bronchial cells; CFBE cells, YFP halide quenching; stimulated with forskolin plus potentiator P3; % fluorescence drop versus neutral controls; activity (quench increase), % at 7.58 µM; 350,000 tested, 0.36% active;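 active = mean added fluorescence quench of at least 8% versus neutral control, with both replicates also reaching 8%; inconclusive = only one of the mean or replicate conditions met; inactive = mean below 8% and not both replicates reaching 8%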;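 note: cells transiently co-express mutant CFTR-F508del with the halide-sensitive YFP; corrector assay measuring rescue of mutant channel to the surface after 24 h compound exposure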
* hit, by the source's call; u = inconclusive; & = joins results of further samples; ! = a repeat was not active. The list is partial; the hit share may differ from the screen's.

Preview:
[1] CCCC(=O)N1CC2(C1)CN(C(=O)CC1CC1)[C@@H](CO)c1c2c2ccc(OC)cc2n1C
[2] C/C=C/c1ccc(C2[C@@H]3CN(S(=O)(=O)c4ccc(C)cc4)C[C@H]2N3)cc1 (some centres not stated)
entry no.	1	2
DENV2 CPE	7.8	u
CFTR F508del cor	-0.1	-4.8&-4.1

The whole of this part (from the top)
[1] CCCC(=O)N1CC2(C1)CN(C(=O)CC1CC1)[C@@H](CO)c1c2c2ccc(OC)cc2n1C
[2] C/C=C/c1ccc(C2[C@@H]3CN(S(=O)(=O)c4ccc(C)cc4)C[C@H]2N3)cc1 (some centres not stated)
[3] N#Cc1ccc(-c2ccc(C3[C@H]4CNC[C@@H]3N4C(=O)Nc3ccc(Cl)cc3)cc2)cc1 (some centres not stated)
[4] COc1ccc2c3c([nH]c2c1)[C@H](CO)N(C(=O)c1ccccn1)CC31CCN(C(=O)C2CC2)CC1
[5] COc1ccc2c3c(n(C)c2c1)[C@H](CO)N(Cc1nccs1)CC31CCN(C(C)=O)CC1
[6] CCC(=O)N1CC2(CCN(C(=O)Nc3ccc(F)cc3)CC2)c2c([nH]c3cc(OC)ccc23)[C@@H]1CO
[7] COc1ccc2c3c(n(C)c2c1)[C@H](CO)N(CC1CCOCC1)CC31CCN(CC2CCOCC2)CC1
[8] N#C[C@H]1[C@H](c2ccccc2C2=CCCCC2)[C@@H](CO)N1C(=O)Cc1ccncc1
[9] COc1ccc2c3c(n(C)c2c1)[C@H](CO)N(C(=O)CN(C)C)CC31CN(C(=O)C2CCC2)C1
[10] COc1ccc2c3c([nH]c2c1)[C@@H](CO)N(C(=O)c1ccncc1)CC31CN(C(=O)CC2CC2)C1
entry no.	1	2	3	4	5	6	7	8	9	10
DENV2 CPE	7.8	u	-4.5	u	27.0*	u	13.4	-2.5	2.4	-5.6
CFTR F508del cor	-0.1	-4.8&-4.1	-0.4	-0.6	-0.7	0.7	-1.5	1.6	-0.5	-0.9

[11] CCC(=O)N1CCC2(CC1)CN(C(=O)Nc1ccccc1F)[C@@H](CO)c1c2c2ccc(OC)cc2n1C
[12] COc1ccc2c3c([nH]c2c1)[C@H](CO)N(C(=O)CN(C)C)CC31CCN(CC2CCCCC2)CC1
[13] COc1ccc2c3c([nH]c2c1)[C@H](CO)N(C(=O)c1ccccc1)CC31CCN(C(=O)Nc2cccc(F)c2)CC1
[14] CCCNC(=O)N1CC2(C1)CN(C(=O)CC1CC1)[C@H](CO)c1[nH]c3cc(OC)ccc3c12
[15] COc1ccc2c3c(n(C)c2c1)[C@H](CO)N(C(=O)C1CCCCC1)CC31CCN(C)CC1
[16] COc1ccc2c3c([nH]c2c1)[C@@H](CO)N(C)CC31CCN(C(=O)c2cccnc2)CC1
[17] COc1ccc2c3c([nH]c2c1)[C@H](CO)N(Cc1ccccn1)CC31CN(C(C)=O)C1
[18] CN(C)C(=O)c1ccc(-c2ccc(C3[C@@H]4CN(Cc5ccc6c(c5)OCO6)C[C@H]3N4)cc2)cc1 (some centres not stated)
[19] COc1ccc2c3c([nH]c2c1)[C@@H](CO)NCC31CN(C(=O)c2ccccc2)C1
[20] Cc1ccccc1S(=O)(=O)N1C[C@@H]2N[C@H](C1)C2c1ccc(-c2cccc(C#N)c2)cc1 (some centres not stated)
entry no.	11	12	13	14	15	16	17	18	19	20
DENV2 CPE	-9.7	-3.3	-6.3	-12.8	u	10.8	46.6*	13.9&7.7	-7.3	u
CFTR F508del cor	-0.5	-1.2	2.3	-0.6	0.9	1.0	-0.7	1.0&-1.0	1.4	8.4*!

[21] COc1ccc2c3c(n(C)c2c1)[C@H](CO)N(CC1CCOCC1)CC31CCN(C(=O)Nc2ccccc2)CC1
[22] COc1ccc2c3c(n(C)c2c1)[C@@H](CO)N(S(=O)(=O)c1ccc(C)cc1)CC31CN(S(=O)(=O)c2ccc(C)cc2)C1
[23] COc1ccc2c3c(n(C)c2c1)[C@H](CO)N(C(=O)Nc1ccc(F)cc1)CC31CCN(Cc2cccnc2)CC1
[24] COc1ccc2c3c(n(C)c2c1)[C@@H](CO)N(C(=O)NC(C)C)CC31CCN(C(C)=O)CC1
[25] COc1ccc2c3c(n(C)c2c1)[C@@H](CO)N(C(=O)CC1CC1)CC31CCN(Cc2nccs2)CC1
[26] COc1ccc2c3c([nH]c2c1)[C@H](CO)N(C(=O)Nc1c(C)noc1C)CC31CCN(CC2CCCCC2)CC1
[27] COc1cc(CN2CC3(CN(S(=O)(=O)c4cccs4)C3)c3c(n(C)c4cc(OC)ccc34)[C@@H]2CO)cc(OC)c1
[28] COc1ccc2c3c(n(C)c2c1)[C@@H](CO)N(C(=O)CN(C)C)CC31CN(C(=O)NC(C)C)C1
[29] COc1ccc2c3c(n(C)c2c1)[C@H](CO)NCC31CCN(Cc2ccc(Cl)cc2)CC1
[30] COc1ccc2c3c([nH]c2c1)[C@H](CO)N(C(=O)Nc1ccc(F)cc1)CC31CCN(S(=O)(=O)c2ccccc2)CC1
entry no.	21	22	23	24	25	26	27	28	29	30
DENV2 CPE	-19.0	62.7*	u	u	-11.1	u	-9.1	-3.9	-1.8	u
CFTR F508del cor	-4.3	1.3	-0.2	-2.0	1.7	-1.3	-9.8	0.2	0.6	8.8*

Reprinted from the part before: two compounds, then new ones.
[29] COc1ccc2c3c(n(C)c2c1)[C@H](CO)NCC31CCN(Cc2ccc(Cl)cc2)CC1
[30] COc1ccc2c3c([nH]c2c1)[C@H](CO)N(C(=O)Nc1ccc(F)cc1)CC31CCN(S(=O)(=O)c2ccccc2)CC1
[31] COc1ccc2c3c(n(C)c2c1)[C@@H](CO)N(C(=O)c1ccc(F)cc1)CC31CN(C(C)=O)C1
[32] COc1ccc2c3c(n(C)c2c1)[C@H](CO)N(C(=O)Nc1ccc(F)cc1)CC31CN(S(=O)(=O)c2cccc(F)c2)C1
[33] CCC(=O)N1CC2(CCN(S(C)(=O)=O)CC2)c2c(n(C)c3cc(OC)ccc23)[C@H]1CO
[34] COc1ccc2c3c([nH]c2c1)[C@@H](CO)N(C(=O)NC(C)C)CC31CN(C(=O)c2ccccn2)C1
[35] CN(C)C(=O)c1cccc(-c2ccc(C3[C@H]4CNC[C@@H]3N4Cc3ccccc3C(F)(F)F)cc2)c1 (some centres not stated)
[36] O=C(NC1CCCC1)N1CC2(C1)[C@@H](c1ccccc1)[C@@H](CO)N2S(=O)(=O)Cc1ccccc1
[37] COCC(=O)N1CC2(CN(Cc3nccs3)C2)c2c(n(C)c3cc(OC)ccc23)[C@H]1CO
[38] COc1ccc2c3c([nH]c2c1)[C@H](CO)NCC31CCN(S(=O)(=O)c2cccs2)CC1
[39] COc1cc(CN2CC3(CN(C(=O)c4ccc5c(c4)OCO5)C3)c3c(n(C)c4cc(OC)ccc34)[C@@H]2CO)cc(OC)c1
[40] COc1ccc2c3c(n(C)c2c1)[C@H](CO)NCC31CCN(Cc2ccccc2F)CC1
entry no.	29	30	31	32	33	34	35	36	37	38	39	40
DENV2 CPE	-1.8	u	-9.6	16.2	10.4	-4.5	19.0	-3.1	-0.6	1.0	-12.3	30.8*
CFTR F508del cor	0.6	8.8*	-1.0	6.8	-0.3	1.0	-2.3	1.0	0.4	1.7	0.8	-0.4

[41] COc1ccc2c3c(n(C)c2c1)[C@H](CO)N(C(=O)Cc1ccccn1)CC31CN(Cc2ccccn2)C1
[42] N#Cc1cccc(-c2ccc(C3[C@@H]4CN(C(=O)c5cccnc5)C[C@H]3N4)cc2)c1 (some centres not stated)
[43] COc1ccc(CN2CC3(C2)CN(Cc2ccc4c(c2)OCO4)[C@@H](CO)c2[nH]c4cc(OC)ccc4c23)cc1
[44] COc1ccc2c3c([nH]c2c1)[C@@H](CO)N(C(=O)C1CCOCC1)CC31CCN(C)CC1
[45] CN(C)C(=O)c1ccc(-c2ccc(C3[C@H]4CNC[C@@H]3N4CC3CCCCC3)cc2)cc1 (some centres not stated)
[46] COc1ccc2c3c(n(C)c2c1)[C@@H](CO)N(C)CC31CCN(CC2CC2)CC1
[47] COc1ccc2c3c(n(C)c2c1)[C@H](CO)N(C(=O)C1CCCCC1)CC31CCN(C(=O)Nc2cccc(F)c2)CC1
[48] COc1ccc2c3c([nH]c2c1)[C@H](CO)N(C(=O)CC1CC1)CC31CCN(Cc2cncnc2)CC1
[49] COc1ccc2c3c(n(C)c2c1)[C@@H](CO)N(Cc1ccc2c(c1)OCO2)CC31CN(C(C)=O)C1
[50] O=C(Nc1ccc(F)cc1)N1C[C@@H]2N[C@H](C1)C2c1ccc(/C=C/c2ccccc2)cc1 (some centres not stated)
entry no.	41	42	43	44	45	46	47	48	49	50
DENV2 CPE	15.3	83.6*!	-35.5	-6.9	-5.7	48.2*	-7.0	15.2	16.7	-0.4&-10.0
CFTR F508del cor	0.8	3.8&2.4	0.6	-2.9	1.0	-2.7	-0.7	-0.7	-0.2	-2.1&-3.0

[51] Cc1ccccc1-c1ccc(C2[C@@H]3CN(Cc4cocn4)C[C@H]2N3)cc1 (some centres not stated)
[52] O=C(C1CCOCC1)N1C[C@@H]2N[C@H](C1)C2c1ccc(-c2ccccc2F)cc1 (some centres not stated)
[53] COc1ccc2c3c(n(C)c2c1)[C@H](CO)N(CC1CC1)CC31CCN(C(=O)c2cccnc2)CC1
[54] COc1ccc2c3c(n(C)c2c1)[C@@H](CO)N(C(=O)Nc1ccc(F)cc1)CC31CCN(Cc2cccnc2)CC1
[55] CO[C@H]1CN(C)C(=O)c2cc(NC(=O)CC(F)(F)F)ccc2OC[C@H](C)N(CC2CC2)C[C@H]1C
[56] CCC(=O)N1CCC2(CC1)CN(Cc1cccc(OC)c1)[C@@H](CO)c1[nH]c3cc(OC)ccc3c12
[57] COc1ccc2c3c(n(C)c2c1)[C@H](CO)N(C(=O)Nc1ccccc1F)CC31CN(C)C1
[58] COc1ccc(CN2CC3(C2)CN(C(=O)Nc2ccc(F)cc2)[C@@H](CO)c2[nH]c4cc(OC)ccc4c23)cc1
[59] COc1ccc2c3c(n(C)c2c1)[C@H](CO)N(C(C)=O)CC31CCN(Cc2nccs2)CC1
[60] CCC(=O)N1CC2(C1)CN(C(=O)Nc1ccc(F)cc1)[C@H](CO)c1c2c2ccc(OC)cc2n1C
entry no.	51	52	53	54	55	56	57	58	59	60
DENV2 CPE	17.3&19.9	-5.5&18.9	7.6	5.5	54.4*	-4.1	86.0*	-4.8	-6.4	79.8*
CFTR F508del cor	1.4&-0.9	-1.2&2.1	-0.8	1.7	-2.9	1.1	-0.2	-0.8	3.2	0.4

[61] CCC(=O)N1CCC2(CC1)CN(C(=O)CC)[C@@H](CO)c1[nH]c3cc(OC)ccc3c12
[62] COc1ccc2c3c(n(C)c2c1)[C@@H](CO)N(S(C)(=O)=O)CC31CCN(C(=O)CN(C)C)CC1
[63] COc1ccc2c3c([nH]c2c1)[C@H](CO)N(C)CC31CCN(C(=O)C2CC2)CC1
[64] O=C(C1CCOCC1)N1C[C@@H]2N[C@H](C1)C2c1ccc(/C=C/c2ccccc2)cc1 (some centres not stated)
[65] COc1ccc2c3c(n(C)c2c1)[C@@H](CO)N(C(=O)Nc1ccc(F)cc1)CC31CN(S(=O)(=O)c2cccc(C)c2)C1
[66] COc1ccc(NC(=O)N2CCC3(CC2)CN(C(=O)c2cccnc2)[C@H](CO)c2[nH]c4cc(OC)ccc4c23)cc1
[67] CCC(=O)N1CCC2(CC1)CN(Cc1cccc(F)c1)[C@H](CO)c1c2c2ccc(OC)cc2n1C
[68] COc1ccc2c3c([nH]c2c1)[C@@H](CO)N(Cc1ccc(F)cc1)CC31CN(C(=O)NC(C)C)C1
[69] O=C(c1ccc2c(c1)OCO2)N1C[C@@H]2N[C@H](C1)C2c1ccc(/C=C/c2ccccc2)cc1 (some centres not stated)
[70] CCS(=O)(=O)N1CC2(CN(C(=O)Nc3cccc(F)c3)[C@@H](CO)c3c2c2ccc(OC)cc2n3C)C1
entry no.	61	62	63	64	65	66	67	68	69	70
DENV2 CPE	-7.0	6.3	-7.3	u	15.0	-3.4	5.3	93.3*	-21.3&-24.8	-11.1
CFTR F508del cor	-0.5	-3.3	-2.8	-0.6&-2.2	3.6	1.6	-0.5	-2.4	1.2&0.3	1.3

[71] CCS(=O)(=O)N1CC2(CN(Cc3ccc(F)cc3)[C@H](CO)c3c2c2ccc(OC)cc2n3C)C1
[72] CN(C)C(=O)c1ccc(-c2ccc(C3[C@@H]4CNC[C@H]3N4)cc2)cc1 (some centres not stated)
[73] COc1ccc2c3c(n(C)c2c1)[C@@H](CO)N(CC1CCOCC1)CC31CN(C(C)=O)C1
[74] CCCNC(=O)N1CC2(C1)CN(C(=O)CC1CC1)[C@@H](CO)c1[nH]c3cc(OC)ccc3c12
[75] CCC(=O)Nc1ccc2c(c1)OC[C@@H](C)N(Cc1ccccn1)C[C@@H](C)[C@H](OC)CN(C)C2=O
[76] CN(C)C(=O)c1ccc(-c2ccc(C3[C@@H]4CN(Cc5cncnc5)C[C@H]3N4)cc2)cc1 (some centres not stated)
[77] CC=Cc1ccc2n(c1=O)C[C@H]1[C@H](CO)[C@@H](C(=O)N3CCc4ccccc4C3)N(C(=O)COC)[C@@H]21 (mixture of isomers)
entry no.	71	72	73	74	75	76	77
DENV2 CPE	-7.1	11.8	6.8	0.8	8.8	u	0.6
CFTR F508del cor	-5.4	-1.2	0.8	0.7	-2.1	-0.7	-1.2

Screening data (PubChem BioAssay)
